Compound activity from PubChem BioAssay.
SKBR3 24h inh = SK-BR-3 proliferation inhibitors, primary screen, cell-based, human, 24 h; SK-BR-3 viability, CellTiter-Glo ATP luminescence; active compounds read low; viability, % at 10 µM; 0.47% of 41,000 active;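 active means viability at or below the median of all test compounds minus 3 SD, in both replicates if run twice, cut at about 45% in these data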;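 further: 100% = median untreated cell wells and 0% = median positive control drug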
* marks the source's active call; other numbers are inactive results. An excerpt. The share of hits here may be higher or lower than overall.

SMILES	SKBR3 24h inh
O=C(Cn1cnc2c(cnn2-c2ccc(F)cc2)c1=O)N1CCN(c2ccccc2F)CC1	71
Cc1ccc(N(CC(N)=O)C2SC(=O)N(Cc3ccccc3)C2=O)cc1 (stereo unspecified)	87
Cc1ccc(N2C(=O)C3C(C2=O)C(C(=O)c2ccc(Cl)cc2)N2CCCC32)cc1 (stereo unspecified)	90
O=C(CCCC(=O)Nc1cccnc1)Nc1cccnc1	97
CCC(C)(C)NC(=O)C(c1cccc(OC)c1)N(C(=O)c1ccn[nH]1)c1cccc(OC)c1 (stereo unspecified)	102
COc1ccc(/C(O)=C2\C(=O)C(=O)N(c3cc(C)on3)C2c2ccccc2OC)cc1 (stereo unspecified)	117
Cc1occc1-c1nnc(SCC(=O)c2c[nH]c3ccccc23)n1C	91
O=C1C2C3C=CC(C3)C2C(=O)N1c1n[nH]c(-c2cccnc2)n1 (stereo unspecified)	93
COc1ccc(-c2nc3n(n2)C(=O)CC(c2ccco2)S3)cc1 (stereo unspecified)	71
CC(C)Cn1c(N)c(C(=O)NCCN2CCOCC2)c2nc3ccccc3nc21	79
CC(C)(C)n1ncc2c(=O)n(CC(=O)Nc3ccc(Cl)cc3)cnc21	82
Cc1cc(C(F)(F)F)nc(NCc2cccnc2)n1	98
O=C(N1CCCC1)N1CCN(c2ncnc3c(-c4ccc(Cl)cc4)nsc23)CC1	73
O=C(O)c1ccn(Cn2cnc3ccccc32)n1	79
COc1ccc(C2=NO[C@@H]3C(=O)N(c4cccc(C)c4C)C(=O)[C@H]23)cc1OC	103
O=C1CC(c2ccco2)CC2=C1C=Nc1ccccc1N2 (stereo unspecified)	94
O=C(c1ccccc1)N1CCCC(C(=O)N2CCCCCC2)C1 (stereo unspecified)	90
Cc1ccc(SCc2[nH]nc3c2C2(CCSCC2)C(C#N)=C(N)O3)cc1	90
Clc1ccc2[nH]c3c(NCC4CCCO4)ncnc3c2c1 (stereo unspecified)	90
CCCN1C(=O)C(O)(C/C(C)=N/O)c2ccccc21 (stereo unspecified)	114
COc1ccc(OC)c(S(=O)(=O)Nc2ccc(O)c(Sc3ncn[nH]3)c2)c1	77
CCOC(=O)c1cnc(SCC(=O)NCc2cccs2)nc1N	66
COCCN(CC(=O)NCC1CCCO1)C(=O)CCC(=O)Nc1cc(C)on1 (stereo unspecified)	98
CN(C(=O)CSc1nnc(NC2CCCCC2)s1)C1CCS(=O)(=O)C1 (stereo unspecified)	88
O=C(CSc1ncc(-c2ccc(F)cc2)n1Cc1ccco1)Nc1nccs1	95
CCN(CC)CCCNC(=O)c1cc(-c2ccc(Cl)c(Cl)c2)on1	83
CC(C)OC(=O)CSc1ncnc2c1cnn2-c1ccccc1	90
O=C(C1CCCN(S(=O)(=O)c2cccc3nsnc23)C1)N1CC=C(c2ccccc2)CC1 (stereo unspecified)	121
COc1ccccc1-n1c(SCC(=O)NC(C)(C)C)nc(O)cc1=O	105
CCOC(=O)c1nnc2cc(-c3ccccc3)nn2c1C	96
CCOC(=O)N1CCN(S(=O)(=O)c2cc(Br)cc3c2N(C(C)=O)C(C)C3)CC1 (stereo unspecified)	66
COc1nc(N(c2ccccc2)c2ccccc2)nc(-n2ccnc2)n1	73
CC1=C(C)C(=O)C(CCCCC#CCCCC#CCO)=C(C)C1=O	99
Cc1cc2cc(CN(CCCO)S(=O)(=O)c3cccc4nsnc34)c(=O)[nH]c2cc1C	86
Cc1cccc(N2C(=O)CC(N3CCN(Cc4ccc(Cl)cc4)CC3)C2=O)c1 (stereo unspecified)	80
CCCCCOC(=O)C1=C(C)NC(=O)NC1c1ccccc1OCC (stereo unspecified)	91
COc1ccc(-c2cc3nc(-c4ccccc4)cc(N4CCC5(CC4)OCCO5)n3n2)cc1	91
CCCC(=O)c1cc(F)c(N2CCOCC2)cc1C	70
CC(=O)N1CCN(c2ccc(NCc3cccs3)cc2)CC1	104
Cn1c(=O)c2c(nc(CN3CCC(Cc4ccccc4)CC3)n2CCN2CCOCC2)n(C)c1=O	55
Cc1c(C(=O)NCc2cccnc2)oc2ccccc12	98
CCn1c(COc2cccc3ccccc23)nnc1SCC(N)=O	97
Clc1ccc(Cl)c(-c2ccc(/C=N/c3ncn[nH]3)o2)c1	110
CC(=O)Nc1nc(CCC(C)C)cc2c1c(=O)oc1ccccc12	96
CCc1nnc(NC(=O)c2cnccn2)s1	85
COc1cc2c(C(=O)NCCCN3CC(C)CC(C)C3)cn(CC(C)C)c(=O)c2cc1OC (stereo unspecified)	87
CCn1c(C)nc2c(=O)oc3ccccc3c21	78
[O-][n+]1onc2c1CCc1c-2nn(-c2ccccc2Cl)[n+]1[O-]	117
CC(=O)N1CCCc2cc(S(=O)(=O)NC(C(=O)NCc3ccc(C)cc3)C(C)C)ccc21 (stereo unspecified)	94
COc1cc(S(=O)(=O)NC2CCCCC2)ccc1Cl	79
COc1ccc(CC(=O)NC2CCN(Cc3nnnn3C(C)(C)C)CC2)cc1OC	89
CCOc1ccccc1OCc1nn2c(COc3ccccc3)nnc2s1	84
COc1ccc(C(=O)Oc2cccnc2)cc1OC	92
Cc1cc(-c2[nH]nc3c2C(c2ccsc2)C(C#N)=C(N)O3)c(C)s1 (stereo unspecified)	97
C=CCn1c(NCc2ccc3c(c2)OCO3)nc2ccccc21	100
CCOC(=O)c1c(N)sc2c1C1CCN2CC1	90
CC1CC(=O)N(Cc2ccccc2)c2ccccc2N1C=O (stereo unspecified)	96
CCOC(=O)N1CCN(Cc2nc3c(c(=O)n(C)c(=O)n3C)n2Cc2cccc3ccccc23)CC1	80
Cn1c(=O)[nH]c(=O)c2c1nc(N1CCOCC1)n2CCCSc1ncccn1	88
CC1CCCN(C(=O)CSc2nnc(-c3c[nH]c4ccccc34)o2)C1 (stereo unspecified)	67

(more compounds)
SMILES	SKBR3 24h inh
CCOC(=O)Nc1ccc2c(c1)N(C(=O)N(C)C)c1ccccc1CC2	104
CSc1nsc(SC)c1NC(=O)OCC1CCCO1 (stereo unspecified)	85
Cc1cccc2cc(C(c3nnnn3C(C)(C)C)N3CCN(C(=O)c4ccco4)CC3)c(=O)[nH]c12 (stereo unspecified)	110
CC(C)COC(=O)NCC12C=CC(O1)C1C(=O)N(c3ccc(Cl)cc3)C(=O)C12 (stereo unspecified)	86
COC(=O)C1C2C=CC3(CN(CCc4ccccc4)C(=O)C13)O2 (stereo unspecified)	88
COc1cccc(-n2c(CNC(=O)OC(C)(C)C)n[nH]c2=S)c1	107
CC1(C)C(c2ccccc2)=NC(c2ccccc2)N1O (stereo unspecified)	84
O=C(OCc1cc2ccccc2[nH]c1=O)C1CCCO1 (stereo unspecified)	99
O=C(c1ccncc1)N1CCN(C(=O)c2cccc3ccccc23)CC1	86
C=C(C)Cn1c(Sc2nc3ccccc3[nH]2)nc2c1c(=O)[nH]c(=O)n2C	102
CCC(=O)Nc1ccc(NC(=O)CN2CCCC(C)C2)c(Cl)c1 (stereo unspecified)	90
O=c1[nH]c(CN(CCO)CCO)nc2c1C1(CCCCC1)Cc1ccccc1-2	72
COc1ccc(C(=O)N2CCN=C2SC)cc1OC	98
CCC(=O)Nc1c2c(nc3c1CCC3)CCCC2	96
COc1ccc(N2CCn3c2nc2c3c(=O)n(CCCc3ccccc3)c(=O)n2C)cc1	87
O=c1[nH]c2cc3c(cc2cc1C(c1nnnn1C1CCCC1)N1CCSCC1)OCCO3 (stereo unspecified)	71
CN(CCc1ccccn1)C(=O)CCNC(=O)Cn1cnc2ccccc2c1=O	97
CCCc1cc(=O)oc2cc(OCC(=O)N(C)C)c(Cl)cc12	114
CCn1nc(NC(=O)c2cccnc2)c2cc3ccccc3nc21	122
COc1nc(OC)nc(N2CCC(C(=O)NCC3CCCCC3)CC2)n1	75
CC1CCN(C(=O)CSc2nnc(-c3cc4ccccc4cc3O)n2Cc2ccco2)CC1	92
CCC(=O)NC(=Nc1nc2ccccc2s1)NC(=O)CC	91
Cn1c(C(=O)OCC(=O)NCc2cccs2)cc2sccc21	132
CCC(CC)C(=O)Nc1c2c(nn1-c1ccc(OC)cc1)CS(=O)C2 (stereo unspecified)	89
Cc1ccc(SC(C)C(=O)N2CCCC2)cc1 (stereo unspecified)	94
CCCOP(=O)(c1ccc(N(C)C)cc1)C(O)c1cc(OC)c(OC)c(OC)c1 (stereo unspecified)	87
COc1cc(C2NC(=O)NC(C)=C2C(=O)OCC2CCCO2)ccc1O (stereo unspecified)	105
Cc1ccc(C(CC(=O)N2CCOCC2)c2ccco2)cc1 (stereo unspecified)	93
COc1ccc(-c2nnc(SCC(=O)c3ccc(C)o3)o2)cc1	91
Cc1ccc(-n2c(SCc3cn4ccsc4n3)nc3ccccc3c2=O)cc1	74
Cc1c(NC(=O)C2CC=CCC2C(=O)O)c(=O)n(-c2ccccc2)n1C (stereo unspecified)	98
O=C1O/C(=C\C(=O)N2CCOCC2)c2ccccc21	62
COc1cc(C2C(C#N)=C(N)Oc3cc(C)n(Cc4ccccn4)c(=O)c32)cc2c1OCO2 (stereo unspecified)	90
Nc1nnc(SCc2ccc(F)cc2Cl)s1	73
COc1cc(-c2nnc3sc(Cc4ccccc4)nn23)cc(OC)c1OC	91
CNc1oc(C)nc1S(=O)(=O)c1ccccc1	95
CC(C)N=C(NC#N)SCc1ccccc1F	97
COc1ccc(N2C(=O)CC(NCc3cccs3)C2=O)cc1 (stereo unspecified)	107
COCCNC(C)C(=O)C12CC3CC(CC(C3)C1)C2 (stereo unspecified)	102
Cc1ccc(NCc2nnc(SCC(=O)N3CCc4ccccc43)n2C)cc1	85
CCOc1ccc(NC2=NC(C(=O)NCc3ccccc3)CC(=O)N2)cc1 (stereo unspecified)	106
CC(C)c1cc(C(=O)N2CCN(C(c3ccccc3)c3ccccc3)CC2)no1	85
COc1ccc(C(c2nnnn2Cc2ccc(F)cc2)N2CCN(c3ccccc3)CC2)cc1 (stereo unspecified)	83
Cc1ccnc(NC(=O)CSc2cc(=O)n(C)c3ccccc23)c1	99
CCOc1cc2c3c(c1)C1(OCCO1)C(=O)N3C(C)(C)CC2C (stereo unspecified)	102

Exported as comma-separated lines: part of the list above
structure,SKBR3 24h inh
COc1cc(C2NC(=O)NC(C)=C2C(=O)OCC2CCCO2)ccc1O (stereo unspecified),105
Cc1ccc(C(CC(=O)N2CCOCC2)c2ccco2)cc1 (stereo unspecified),93
COc1ccc(-c2nnc(SCC(=O)c3ccc(C)o3)o2)cc1,91
Cc1ccc(-n2c(SCc3cn4ccsc4n3)nc3ccccc3c2=O)cc1,74
Cc1c(NC(=O)C2CC=CCC2C(=O)O)c(=O)n(-c2ccccc2)n1C (stereo unspecified),98
O=C1O/C(=C\C(=O)N2CCOCC2)c2ccccc21,62
COc1cc(C2C(C#N)=C(N)Oc3cc(C)n(Cc4ccccn4)c(=O)c32)cc2c1OCO2 (stereo unspecified),90
Nc1nnc(SCc2ccc(F)cc2Cl)s1,73
COc1cc(-c2nnc3sc(Cc4ccccc4)nn23)cc(OC)c1OC,91
CNc1oc(C)nc1S(=O)(=O)c1ccccc1,95
CC(C)N=C(NC#N)SCc1ccccc1F,97
COc1ccc(N2C(=O)CC(NCc3cccs3)C2=O)cc1 (stereo unspecified),107
COCCNC(C)C(=O)C12CC3CC(CC(C3)C1)C2 (stereo unspecified),102
Cc1ccc(NCc2nnc(SCC(=O)N3CCc4ccccc43)n2C)cc1,85
CCOc1ccc(NC2=NC(C(=O)NCc3ccccc3)CC(=O)N2)cc1 (stereo unspecified),106
CC(C)c1cc(C(=O)N2CCN(C(c3ccccc3)c3ccccc3)CC2)no1,85
COc1ccc(C(c2nnnn2Cc2ccc(F)cc2)N2CCN(c3ccccc3)CC2)cc1 (stereo unspecified),83

Further compounds:
SMILES	SKBR3 24h inh
COc1ccc(N2CC(C(=O)OCC(=O)c3cccc(OC)c3)CC2=O)cc1 (stereo unspecified)	97
CCOC(=O)c1ccc(N2CC(O)=C(c3nc4ccccc4c(=O)[nH]3)C2=N)cc1	109
CCN1CCCC1CN(Cc1cc2cc(C)ccc2[nH]c1=O)C(=O)Nc1ccccc1OC (stereo unspecified)	68
Cn1c(=O)n(C)c2cc(S(=O)(=O)N3CCOCC3)ccc21	92
CCOC(=O)c1c(C)c2c(n1C)CCC/C2=N\O	129
c1ccc(Cn2c(Nn3cnnc3)nc3ccccc32)cc1	92
N#CC(C(=O)OC1CCCCC1)c1nc2ccccc2nc1N1CCOCC1 (stereo unspecified)	86
O=C(Nc1ccccc1)c1cccc(N2CCCC2=O)c1	97
O=C(C1CCC(C(=O)N2CCCCC2)CC1)N1CCCCC1 (stereo unspecified)	107
CC1CC(C)CN(c2nc3c(c(=O)[nH]c(=O)n3C)n2CCCSc2nc3ccccc3s2)C1 (stereo unspecified)	65
COc1cccc(OC)c1C(=O)N1CCOCC1	94
COc1cccc(-c2nnc(SCC(=O)N3CCOCC3)o2)c1	86
C=CCNC(=O)C1CC(=O)N(c2ccc(OCC(=O)NCc3ccccc3)cc2)C1 (stereo unspecified)	83
COc1ccc(Cl)cc1N(C)C(=O)CCc1nc(-c2ccc(C)cc2)no1	104
CC(=O)OCC(=O)[C@H]1CC[C@H]2[C@@H]3CCC4=CC(=O)CC[C@]4(C)[C@H]3CC[C@]12C	126

2 records picked at random from those above, as already listed:
SMILES	SKBR3 24h inh
COc1ccc(Cl)cc1N(C)C(=O)CCc1nc(-c2ccc(C)cc2)no1	104
CC1CC(C)CN(c2nc3c(c(=O)[nH]c(=O)n3C)n2CCCSc2nc3ccccc3s2)C1 (stereo unspecified)	65

(cont.)
SMILES	SKBR3 24h inh
CC(C)(C)c1ccc(-c2nnc3sc(-c4ccncc4)nn23)cc1	69
Cc1noc(C)c1S(=O)(=O)N1CCCC(C(=O)Nc2cccnc2)C1 (stereo unspecified)	94
CC(=O)N1CCc2cc(Br)cc(S(=O)(=O)NCCN3CCCCC3C)c21 (stereo unspecified)	103
COc1ccc(-c2noc(CN(C(=O)c3ccc(OC(C)=O)cc3)C(C)C)n2)cc1OC	106
COC(=O)c1cccc(S(=O)(=O)N2CCN(c3nc4ccccc4s3)CC2)c1	94
Cc1cccc(C)c1NC(=O)CSc1nnc(-c2ccoc2C)n1C	120
Cc1cccc(-c2c3c(=O)n(C)c(=O)n(C)c3cn2C(C)C)c1	84
